Source: PubChem BioAssay
MPTP inh: blocks calcium-induced mitochondrial swelling. isolated mouse mitochondria, Ca2+ swelling absorbance, 30 min. inhibition, % at 10 µM. hit rate 1.4% among 360,000;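 active = inhibition of 50% or more, scaled per plate between neutral and stimulator controls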;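 also: 0% = DMSO wells given calcium and 100% = 1 mM EGTA wells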
* hit, by the source's call. An excerpt; the hit share may differ from the screen's.

Cc1ccc(S(=O)(=O)N2CCCCC2)cc1NC(=O)CCNC(=O)c1ccccc1Cl
  MPTP inh: 0.5

COc1cc(CNc2ncnc3c2ncn3[C@H]2CN(Cc3ccc(F)cc3)C[C@@H](CO)O2)cc(OC)c1OC
  MPTP inh: 2.0

CCCCCCCCN1C(=O)[C@H](CC(=O)N2CCSCC2)C[C@@]2(C(=O)OCC)CCCC=C12
  MPTP inh: -2.0

CC1(C(=O)NS(=O)(=O)c2cccs2)CCN1C(=O)C1CCCCC1 (stereo unspecified)
  MPTP inh: 0.4

COc1cccc(-c2ccc3c(c2)O[C@@H](CN(C)Cc2cncnc2)[C@@H](C)CN([C@H](C)CO)S3(=O)=O)c1
  MPTP inh: -0.6

Cc1cc2[nH]c(=O)c(=O)[nH]c2cc1S(=O)(=O)NCC(C)c1ccccc1 (stereo unspecified)
  MPTP inh: 0.2

Cc1nc(C(F)(F)F)ccc1C(=O)N1CCC1(C)C(=O)NS(=O)(=O)c1c(C)noc1C (stereo unspecified)
  MPTP inh: 1.1

COc1ccccc1-c1cncc(NC(C)=O)n1
  MPTP inh: 0.5

Cc1ccc(S(=O)(=O)N(CCCc2c(C)nc(N)[nH]c2=O)Cc2ccc([N+](=O)[O-])cc2)cc1
  MPTP inh: 4.0

COc1cccc(C(C)(O)c2nc(-c3cnc4ccccc4c3)cs2)c1 (stereo unspecified)
  MPTP inh: 5.0

O=C(C(=O)N1CCC(c2ccccc2)CC1)c1ccc(F)c(F)c1
  MPTP inh: 5.7

COC(=O)[C@@]12C[C@@H](CC(=O)N3CCN(C(=O)C4CC4)CC3)C(=O)N(CCc3ccc(OC)c(OC)c3)C1=CCC(C)(C)C2
  MPTP inh: 0.3

COCOCCn1cc(CN2CCS(=O)(=O)N(Cc3ccc(-c4cccc(N(C)C)c4)cc3)C(C(C)C)C2=O)nn1 (stereo unspecified)
  MPTP inh: -2.0

CC(=O)NC(c1cccc(F)c1)c1nc(-c2cnc3ccccc3c2)cs1 (stereo unspecified)
  MPTP inh: -0.7

COC(=O)C[C@@H]1OC[C@H](C(C)C)N1S(=O)(=O)c1ccc(C)cc1
  MPTP inh: -0.3

CC(=O)Nc1ccc(NC(=O)C2Cc3c(-c4cccc(C(C)=O)c4)ccnc3O2)cc1 (stereo unspecified)
  MPTP inh: -0.5

CCNC(=O)N(C)[C@H]1C[C@H]2c3[nH]c4ccccc4c3CCN2C[C@H]1[C@H](C)O
  MPTP inh: 0.4

CC(C)Oc1cc(F)ccc1-c1cc(C(=O)NCCc2ccncc2)[nH]n1
  MPTP inh: -0.7

CC1C(=O)N(Cc2cn(Cc3ccco3)nn2)CCS(=O)(=O)N1Cc1ccc(-c2ccc(Cl)cc2)cc1 (stereo unspecified)
  MPTP inh: -2.0

CCOc1ccccc1OCCCC(=O)Nc1cc(S(=O)(=O)N2CCCCC2)ccc1C
  MPTP inh: 0.8

CCCNC(=O)C1(C)CCN(C(=O)c2ccc3ccccc3c2)C1 (stereo unspecified)
  MPTP inh: -1.0

CCN(CC(=O)Nc1ccc2c(c1)OCCO2)C(=O)/C=C/c1cc(Br)ccc1OC
  MPTP inh: -2.1

O=C(CCC(C(=O)c1ccccc1)c1ccccc1)c1ccccc1 (stereo unspecified)
  MPTP inh: -1.3

COc1ccc(NC(=O)c2cc(=O)[nH]c3ccccc23)cc1S(=O)(=O)N1CCOCC1
  MPTP inh: 0.4

CCc1nc2c(OCCc3cccc(OC)c3)cccn2c1N(C)C(=O)c1ccc(C)cc1
  MPTP inh: 0.1

COc1ccc(-n2cnnc2SCC(=O)NC2CC2)cc1
  MPTP inh: -0.3

CCCC1NC(=O)c2cccnc2-n2c1nc1ccc(C)cc1c2=O (stereo unspecified)
  MPTP inh: 0.3

O=C(C=Cc1ccccc1F)c1ccccc1
  MPTP inh: -2.2

CN1/C(=C/C=C/c2n(C)c3cc([N+](=O)[O-])c([N+](=O)[O-])cc3[n+]2C)C(C)(C)c2ccccc21
  MPTP inh: 81*

CC(=O)Nc1ccc(NCCc2ccco2)cc1
  MPTP inh: -0.8

CC1(C(=O)Nc2cccc3cccnc23)CCN1Cc1cccc2c1OCO2 (stereo unspecified)
  MPTP inh: -0.8

CC(C)C1C(=O)N(Cc2cn(CC3CCCCC3)nn2)CCS(=O)(=O)N1Cc1ccc(-c2ccc(Cl)cc2)cc1 (stereo unspecified)
  MPTP inh: -0.6

CCC(C)[C@H]1CNC(=O)C(=O)N1CC1CCCCC1 (stereo partly specified)
  MPTP inh: -0.1

CCc1nc2c(OCc3ccc(OC)cc3)cccn2c1N(C)C(=O)c1ccc(OC)cc1
  MPTP inh: -0.3

CN(Cc1ccccc1)C(=O)[C@@H]1CCCN1C(=O)[C@@H]1CCCN1C(=O)OC(C)(C)C
  MPTP inh: -0.6

COc1cc(C=NNc2ccccc2[N+](=O)[O-])cc(OC)c1OC
  MPTP inh: 3.6

CC(C)c1cccc(-c2csc(C(C)(O)c3ccncc3)n2)c1 (stereo unspecified)
  MPTP inh: 95*

CC1(C(=O)NS(=O)(=O)C2CC2)CCCN(C(=O)C2(c3ccc(Cl)cc3)CCCC2)C1 (stereo unspecified)
  MPTP inh: 0.1

CCCN(C)C[C@@H]1OCCCC[C@@H](C)Oc2ccc(NC(=O)c3ccccc3)cc2C(=O)N([C@H](C)CO)C[C@@H]1C
  MPTP inh: -0.3

O=C(Nc1ccc(F)cc1)C(c1ccccc1OC(F)(F)F)N1CCN(C(=O)c2ccco2)CC1 (stereo unspecified)
  MPTP inh: 0.6

CC1CN=C(NS(=O)(=O)c2ccccc2)N1 (stereo unspecified)
  MPTP inh: 0.0

CC1CCN(S(=O)(=O)N2CCC(C(=O)NC(C)c3ccccc3)CC2)CC1 (stereo unspecified)
  MPTP inh: 1.7

CCCCCCCCN1C(=O)[C@H](CC(=O)NCCCC)C[C@@]2(C(=O)OCC)CCCC=C12
  MPTP inh: -2.3

CCN1CCN(c2ccc(NC(=O)CC3OC(=O)c4ccccc43)cc2C)CC1 (stereo unspecified)
  MPTP inh: 0.3

COCCNC(=O)C1CCCN(C(=O)c2ccc(SC(F)(F)F)cc2)CC1 (stereo unspecified)
  MPTP inh: -1.1

C[C@H]1CNC(=O)c2c(C(=O)N[C@@H](Cc3c[nH]c4ccccc34)C(=O)OC(C)(C)C)ncn21
  MPTP inh: 0.8

Cc1cc(-c2nnn(CCCOC(C)(C)C)c2C)ccc1-c1cn(CCCOC(C)(C)C)nn1
  MPTP inh: 0.8

COc1cccc(/C=C2\SC(=S)N(CCCC(=O)N3CCOCC3)C2=O)c1
  MPTP inh: -0.9

CC1(Cc2ccccc2Cl)C(=O)Nc2c(Cl)cccc21 (stereo unspecified)
  MPTP inh: -0.6

O=C(NCc1cccnc1)c1cc(C2CCCN(S(=O)(=O)c3cccc4cccnc34)C2)on1 (stereo unspecified)
  MPTP inh: 0.5

Quoted at random: two records from the list
CCc1nc2c(OCc3ccc(OC)cc3)cccn2c1N(C)C(=O)c1ccc(OC)cc1
  MPTP inh: -0.3

CC1(Cc2ccccc2Cl)C(=O)Nc2c(Cl)cccc21 (stereo unspecified)
  MPTP inh: -0.6

Further entries follow:
O=C(CSc1nc2ccccc2c(=O)n1-c1ccc(F)cc1F)NC1CCS(=O)(=O)C1 (stereo unspecified)
  MPTP inh: 0.0

CSc1ncnc2c1ncn2CCCNCc1ccccn1
  MPTP inh: -2.5

Cc1cc(C)c2c(=O)n3c(nc2c1)C(Cc1ccccc1)NC(=O)c1cccnc1-3 (stereo unspecified)
  MPTP inh: 0.7

CCOC(=O)N(C)c1c(CC)nc2c(OCc3ccccc3C(=O)OC)cccn12
  MPTP inh: 1.7

CCCC(=O)N1CCC1(C)C(=O)NS(=O)(=O)c1ccc(C(C)(C)C)cc1 (stereo unspecified)
  MPTP inh: -1.3

CCCS(=O)(=O)NC(=O)C1(C)CCCN(C(=O)c2ccc(C(F)(F)F)cc2)C1 (stereo unspecified)
  MPTP inh: -0.8

CC1(C(=O)NCc2ccncc2)Cc2c(-c3cccc(C(F)(F)F)c3)ccnc2O1 (stereo unspecified)
  MPTP inh: 1.6

Cc1cnc(C(=O)N(CCCn2ccnc2)C2C(=O)Nc3ccccc3N=C2c2ccccc2)cn1 (stereo unspecified)
  MPTP inh: -1.8

CCNC(=O)C1CCCN(C(=O)C(c2ccccc2)c2ccccc2)CC1 (stereo unspecified)
  MPTP inh: -1.9

CC1(C(=O)NS(=O)(=O)c2cccc(OC(F)F)c2)CCN1C(=O)c1ccco1 (stereo unspecified)
  MPTP inh: -0.6

CCn1c(SCC(=O)N2CCCCC2)nc2c([nH]c3ccccc32)c1=O
  MPTP inh: 0.6

CCOC(=O)C1(C)CCCCN1C(=O)c1ccccc1OC (stereo unspecified)
  MPTP inh: -0.2

Nc1ncnc2c1ncn2[C@@H]1O[C@H](C(=O)NCc2ccc3c(c2)OCO3)[C@@H](O)[C@H]1O
  MPTP inh: -0.1

CC(=O)N1CCc2cc(S(=O)(=O)C(C)CC(=O)NCc3ccco3)ccc21 (stereo unspecified)
  MPTP inh: -0.1

CNC(=O)C[C@H]1C(=O)N(c2ccc(Br)cc2)C[C@@H]1C
  MPTP inh: -0.1

C[C@@H]1CN([C@H](C)CO)C(=O)CCCn2cc(nn2)CO[C@H]1CN(C)S(=O)(=O)c1ccc2c(c1)OCCCO2
  MPTP inh: 2.0

Cc1ccc(S(=O)(=O)N2C[C@H]3[C@H]4C(=O)N(c5ccccc5)C(=O)[C@H]4CC(=O)[C@H]3[C@@H]2c2cccc3ccccc23)cc1
  MPTP inh: -1.4

CC(C)N1C(=O)c2ccccc2NC(=O)C1C(=O)NCc1cccs1 (stereo unspecified)
  MPTP inh: 0.8

C[C@H](CO)N1C[C@H](C)[C@@H](CN(C)S(=O)(=O)c2ccccc2F)Oc2ncc(Br)cc2C1=O
  MPTP inh: -0.5

O=C(NCC(F)(F)F)c1ccc2sc([C@@H]3O[C@H](CO)[C@H](O)[C@H](O)[C@H]3O)nc2c1
  MPTP inh: 0.6

Nc1ccn([C@@H]2O[C@H](CNCC3=CCOc4ccc(O)cc43)[C@@H](O)[C@H]2O)c(=O)n1
  MPTP inh: 0.1

CCCCn1nnnc1C(c1ccccc1)N1CCN(c2ncccc2C(F)(F)F)CC1 (stereo unspecified)
  MPTP inh: -0.1

Cc1c(P(=S)(c2ccccc2)c2ccccc2)[n+]2ccccc2n1C/C=C/c1ccccc1
  MPTP inh: 0.0

COc1cc(C(=S)N2CCOCC2)cc(OC)c1OC(=O)c1ccccc1Cl
  MPTP inh: -1.2

CC(=O)c1cccc(NC(=O)C2Cc3c(-c4ccccc4)ccnc3O2)c1 (stereo unspecified)
  MPTP inh: 2.6

O=C(O)c1cccc(-c2csc(C(O)c3ccc(F)c(F)c3)n2)c1 (stereo unspecified)
  MPTP inh: -0.7

N#CCCN(Cc1cccnc1)CN1C(=O)c2ccccc2C1=O
  MPTP inh: 0.7

COc1cc(-c2ccc(N3C(c4ccsc4)=Cc4ccc(F)cc4C3c3c[nH]c4ccc(C#N)cc34)cc2)cc(OC)c1OC (stereo unspecified)
  MPTP inh: -0.6

Cn1nc(C(C)(C)C)cc1N1C(=O)CCC1(C)C(=O)Nc1ccc2ccccc2c1 (stereo unspecified)
  MPTP inh: -2.1

O=C(NCc1cccs1)c1csc(COCCO)n1
  MPTP inh: 1.4

COCCCn1cc(CN2CC(N3CCSCC3)CS2(=O)=O)nn1 (stereo unspecified)
  MPTP inh: -0.8

O=C(NC(c1ccc(Cl)cc1)c1cccnc1)C1CCN(CCOc2ccc(Cl)cc2Cl)CC1 (stereo unspecified)
  MPTP inh: 0.9

CCc1nc2ccc(C(=O)NCCN3CCOCC3)cn2c1N(C)Cc1ccc(OC)cc1
  MPTP inh: -0.6

Cc1ccc(S(=O)(=O)NC(=O)C2(C)CCN2C(=O)Cc2ccc(-c3ccccc3)cc2)cc1 (stereo unspecified)
  MPTP inh: 1.2

CCc1nc2ccc(C(=O)N(C)CCCN(C)C)cn2c1N(C)Cc1cc2ccccc2s1
  MPTP inh: -0.5

CNc1cncc(-c2cccc(NS(C)(=O)=O)c2)n1
  MPTP inh: -1.3

COc1cc2c(c(OC)c1OC)-c1ccc(NCc3ccccc3)c(=O)cc1C(NC(C)=O)CC2 (stereo unspecified)
  MPTP inh: -0.2

COC(=O)c1c(-c2ccccc2)oc2c1C(OCCO)CCC2 (stereo unspecified)
  MPTP inh: 0.0

NNc1cc2c(nn1)CCN(C(=O)c1ccccc1)C2
  MPTP inh: 0.1

CCOC(=O)C1CCCN(C(=O)c2cc(OC)ccc2Br)CC1 (stereo unspecified)
  MPTP inh: -0.6

COc1cc2c(cc1OC)C(c1ccc3c(c1)Cc1ccccc1-3)OC(=O)C2 (stereo unspecified)
  MPTP inh: 2.7

COc1ccc(-c2ccccc2C2=CC(=O)CC(C)(C)C2=O)cc1
  MPTP inh: -2.2

Nc1nc2ccc(Cl)cc2cc1C(=O)NC1CC1
  MPTP inh: -2.1

CC1CC(C)CN(C(CCc2ccccc2)C(=O)NC2CCCCC2)C1 (stereo unspecified)
  MPTP inh: -1.1

COCCNC(=O)C1(C)CCCN(CC(=O)c2ccc(OC)cc2)C1 (stereo unspecified)
  MPTP inh: 0.0

CCCS(=O)(=O)NC(=O)C1(C)CCN(C(=O)Cc2ccc3ccccc3c2)C1 (stereo unspecified)
  MPTP inh: 0.4

COCCCC1CCN(C(=O)C2CCC(=O)N(CCCc3ccccc3)C2)CC1 (stereo unspecified)
  MPTP inh: 1.0

CCC(=O)N(c1nnc(SCC(=O)Nc2sccc2C(N)=O)s1)C1CC1
  MPTP inh: 0.1

COc1ccccc1-c1cnc2c(c1)C(=O)N([C@@H](C)CO)C[C@@H](C)[C@H](CN(C)C(=O)c1cccnc1)O2
  MPTP inh: 0.2

Cc1ccc(-c2nc3c4ccccc4ccn3c2Cc2ccsc2)cc1
  MPTP inh: 0.3

CCN(CC)CCN1CCN(c2cncc(-c3cccc(N)c3)n2)CC1
  MPTP inh: -1.9

CN(Cc1ccccc1)C(c1cc2ccccc2o1)c1nnnn1C(C)(C)C (stereo unspecified)
  MPTP inh: 0.8

COc1cc(OC)cc(-c2noc(-c3csc([C@H]4C[C@H](O)[C@@H](CO)O4)n3)n2)c1
  MPTP inh: -0.6

CCc1ccc2c(c1)NC(=O)C2(C)Cc1cccc(F)c1 (stereo unspecified)
  MPTP inh: 1.2

In another format: results already given
| Molecule | MPTP inh |
| --- | --- |
| CN(Cc1ccccc1)C(c1cc2ccccc2o1)c1nnnn1C(C)(C)C (stereo unspecified) | 0.8 |
| COc1cc(OC)cc(-c2noc(-c3csc([C@H]4C[C@H](O)[C@@H](CO)O4)n3)n2)c1 | -0.6 |
